Source: PubChem (National Center for Advancing Translational Sciences (NCATS))
Vif-APOBEC3G blk – blocks the Vif interaction with human APOBEC3G. HeLa A3G-eYFP + Vif (tagged APOBEC3G with the HIV-1 protein that degrades it), YFP fluorescence, overnight. actives 0.076% (n = 410,000). Q9HC16. Potency, µM (series often up to 46.1 µM), for the others: at the highest dose activity, negative = active, usual class: inhibitors;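 also: potency is read from the fitted curve at half-maximal effect; % is scaled to controls: 0 for no effect and ±100 for the full control effect; nearly all actives have a fitted effect of over 60% in size; hits raise eYFP signal because A3G escapes Vif-driven loss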
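Read-out is eYFP fluorescence (Ex 488/Em 500-530) from Vif-expressing HeLa A3G-eYFP cells; more signal means A3G escaped Vif-mediated degradation. Cells plated overnight, compound pinned in, incubated overnight at 37 deg C.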
D1 potentiator – enhances dopamine response at the human D1 receptor; actives 0.036% (n = 360,000); potentiation, % at 10 µM; P21728; HEK293 TREx D1 cells, calcium flux, dopamine EC20 potentiation; AID 504651; in the data active = potentiation above about 30%; also: 0% is about no effect
Target sequence (P21728 whole entry, looked up): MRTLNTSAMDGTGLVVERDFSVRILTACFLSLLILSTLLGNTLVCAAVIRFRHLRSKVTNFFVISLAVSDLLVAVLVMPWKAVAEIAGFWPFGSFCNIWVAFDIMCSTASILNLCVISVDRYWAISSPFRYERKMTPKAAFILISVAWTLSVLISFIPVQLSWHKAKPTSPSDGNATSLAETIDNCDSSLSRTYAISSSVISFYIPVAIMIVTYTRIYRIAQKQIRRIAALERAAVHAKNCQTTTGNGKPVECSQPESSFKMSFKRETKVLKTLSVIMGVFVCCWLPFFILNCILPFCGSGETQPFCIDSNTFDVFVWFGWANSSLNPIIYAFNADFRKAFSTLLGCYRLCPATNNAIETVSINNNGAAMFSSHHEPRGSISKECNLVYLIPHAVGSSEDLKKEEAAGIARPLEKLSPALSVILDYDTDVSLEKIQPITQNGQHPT
LDHA inh – LDHA (human) enzyme inhibition. P00338. purified LDHA, NADH/diaphorase-resazurin fluorescence; stronger effect = lower value. activity change, % (values are at about 110 or 230 µM). actives 0.15% (n = 480,000); in the data active = activity change below about -30%; inconclusive = mostly about -25% to -30%;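 also: plate controls were DMSO wells for no effect and wells without enzyme for full effect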
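Enzyme activity of human lactate dehydrogenase 5 (2 nM; 0.06 mM NADH, 0.2 mM pyruvate, 5 min, RT) is measured via a resazurin/diaphorase fluorescence readout of residual NADH.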
GRP78 ERSR act – induces the endoplasmic reticulum stress response in human glioma cells | U87-MG GRP78 promoter luciferase reporter, 16 h | AID 602332 | actives 0.02% (n = 420,000) | Potency, µM, without a hit: at the top dose activation, hits mostly activators; also: potency is read from the fitted curve at half-maximal effect; series mostly up to about 76 µM; % of control where 0% means no effect; nearly all actives have a fitted effect of over 35% in size
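Stably transfected U87-MG human glioma cells carrying a GRP78-based luminescent sensor were seeded at 1000 cells/well, pin-dosed with compounds and incubated 16 h. Luciferase reagent was then added, and end-point luminescence was read after 10 min at room temperature.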
Vif-APOBEC3F blk – inhibitors of Vif-A3F interaction | HeLa A3F-eYFP + Vif (tagged APOBEC3F with the HIV-1 protein that degrades it), YFP fluorescence increase | Potency, µM (titrated, usually from 46.1 µM), for the others: at the highest dose activity, negative = active | actives 0.2% (n = 390,000) | AID 602313; also: potency is read from the fitted curve at half-maximal effect; % of control where 0% means no effect; nearly all actives have a fitted effect of over 65% in size
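HeLa cells stably expressing A3F-eYFP plus Vif, plated and incubated overnight at 37 deg C, then exposed to compounds overnight at 37 deg C. Blocked degradation read as raised yellow fluorescence (Ex 488/Em 500-530).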
D1 antagonist – human D1 dopamine receptor antagonism. P21728. HEK293 TREx D1 cells, calcium flux, dopamine EC80; stronger effect = lower value. actives 3.2% (n = 360,000). activity change, negative = inhibition, % at 10 µM; in the data active = activity change below about -30%; also: % is scaled to controls: 0 for no effect and ±100 for the full control effect
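Tetracycline-induced HEK293 Trex D1 cells, force-coupled to calcium, dye-loaded; compounds added and read 180 s, then EC80 dopamine added and calcium flux tracked kinetically another 180 s.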
D2 potentiator – positive allosteric modulators of human D2 dopamine receptor | P14416 | potentiation, % at 10 µM | HEK293 T-REx D2, calcium flux, EC20 dopamine potentiation | actives 0.34% (n = 340,000);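 active = potentiation over 3 SD above the plate norm, cut at about 30% in these data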; also: 0% is about no effect
Target sequence (P14416 whole entry, looked up): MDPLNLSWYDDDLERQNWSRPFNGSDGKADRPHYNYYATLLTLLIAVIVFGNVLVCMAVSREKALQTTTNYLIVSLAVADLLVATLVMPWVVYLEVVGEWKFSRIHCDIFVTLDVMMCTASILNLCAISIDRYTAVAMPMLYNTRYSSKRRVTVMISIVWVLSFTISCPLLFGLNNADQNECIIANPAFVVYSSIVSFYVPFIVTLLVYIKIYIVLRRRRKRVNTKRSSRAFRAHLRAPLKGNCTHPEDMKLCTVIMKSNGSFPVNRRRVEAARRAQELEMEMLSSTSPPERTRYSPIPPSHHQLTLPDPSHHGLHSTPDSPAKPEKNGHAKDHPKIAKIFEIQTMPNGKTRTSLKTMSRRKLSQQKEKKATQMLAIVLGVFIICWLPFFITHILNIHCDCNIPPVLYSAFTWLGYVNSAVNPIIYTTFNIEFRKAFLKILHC
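Potentiation of an EC20 dopamine calcium response measured kinetically over 180 s, after a preceding 180 s compound-only read flagging agonists. Cells: inducible Hek293 Trex D2 line, 4000/well, cultured overnight at 30 C before dye loading.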
D1 ag – activates the human D1 dopamine receptor; HEK293 T-REx D1 cells, calcium flux, agonist mode; activation, % at 2 µM; actives 1% (n = 360,000); AID 504660; in the data active = activation above about 30%; also: 0% is about no effect
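Inducible HEK293 T-REx D1 cells, force-coupled to calcium signalling, were plated at 4000 cells/well with tetracycline and held overnight at 30 C. After no-wash calcium dye loading, compound-evoked calcium rise over 180 s flagged agonists.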
RXFP1 agonist – RXFP1 (human) receptor agonism. actives 0.3% (n = 370,000). HEK293T-RXFP1 cAMP TR-FRET, 30 min; response scale: percent of porcine relaxin response, buffer zero. Q9HBX9. Potency, µM (highest dose often 57.5 µM), for the others: at the top dose activation, hits mostly activators; also: potency is read from the fitted curve at half-maximal effect; % is scaled to controls: 0 for no effect and ±100 for the full control effect; nearly all actives have a fitted effect of over 60% in size; many of its hits are not listed in these tables
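HEK293 cells stably expressing RXFP1, treated 30 min at 37C with compounds plus PDE4 inhibitor Ro 20174; cAMP measured by HTRF TR-FRET. Normalized to buffer and 29 nM porcine relaxin; EC50 by Hill fit.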
An asterisk follows results filed as active; ? = inconclusive; / = not tested or not shown; & = joins results of further samples. Unless noted, calls follow the shape of the dose curve; as a rule, active = well fitted curve in the direction sought with a large enough effect; inconclusive = small, poorly fitted or top-dose-only effect, or another doubt; inactive = no such curve, though single readings can be large; an effect the other way counts as inactive or inconclusive.

SMILES	Vif-APOBEC3G blk	D1 potentiator	LDHA inh	GRP78 ERSR act	Vif-APOBEC3F blk	D1 antagonist	D2 potentiator	D1 ag	RXFP1 agonist
COc1cc(-c2c(-c3cccc(C)c3)oc3ccccc23)cc(OC)c1OC	-11%	9	-4	-4%	-4%	68	6	8	-1.6%
COc1ccc(NC(=O)C2=Cc3cccc(OC)c3OC2)cc1	-2%	2	-6	-4%	-18%	-13	-1	2	-0.1%
Cc1csc(NC(=O)CSc2ncnc3c2cnn3-c2ccccc2Cl)n1	-11%	-13	-6	-8%	-11%	-31*	-7	7	-1.5%
Oc1ccc(-c2nccc(-c3ccc(Cl)cc3)n2)cc1	-2%	-6	-2	10%	17%	-6	-1	1	3.7%
COc1cc(C)c(C(C)C)cc1S(=O)(=O)N1CCOCC1	-1%	1	-5	-3%	-7%	1	/	0	1.8%
COc1cc(NC(=O)COc2ccc(F)cc2)nc(OC)n1	0%	-7	-3	-2%	0%	12	5	3	0.6%
CCN(CC)S(=O)(=O)c1ccc(F)cc1	-3%	-8	-1	-5%	6%	5	/	-3	2.1%
Cc1cccc(-n2c(C)cc(/C=N/NC(N)=S)c2C)c1	-12%	0	-6	0%	?	2	-7	12	-1.4%
C/C(=N\NC(=O)CSc1nc2ccccc2s1)c1ccco1	-1%	-1	0	8%	-13%	7	-3	3	-0.2%
CC1C(=O)N(Cc2cn(CCC3OCCCO3)nn2)CCS(=O)(=O)N1Cc1ccc(-c2ccc(Cl)nc2)cc1 (centres undefined)	2%	/	-9	1%	-2%	/	/	/	/
O=C(CN1C(=O)NC2(CCCC2)C1=O)Nc1nc(-c2ccc(F)c(F)c2)cs1	-4%	-1	-11	0%	3%	10	-4	1	-2.6%
CC(C)Cc1nnc(NC(=O)CS(=O)(=O)Cc2ccccc2)s1	-1%	0	-1	2%	-4%	16	5	2	2.9%
Cc1ccccc1CNC(=O)C1CCC(=O)N(C2CCCCCC2)C1 (centres undefined)	2%	-3	-10	-2%	-5%	12	0	1	-1.8%
Cc1cn(CC(=O)N2CCN(c3ccccn3)CC2)c(=O)[nH]c1=O	-2%	/	-12	-1%	-1%	/	/	/	/
CC(C)N(Cc1nccn1C)C(=O)C1CCC(=O)N(CCc2ccccc2)C1 (centres undefined)	-6%	/	-11	-1%	-3%	/	/	/	/
O=C(NCc1ccccc1)c1ccccc1CO	-6%	1	-3	3%	-10%	-11	10	2	-1.2%
N/C(=N\OC(=O)CCC1CCCCC1)c1cccc([N+](=O)[O-])c1	-5%	0	-3	1%	-9%	5	-2	3	2.5%
COc1ccc2c(c1)c(=O)oc1c(C)c(OCc3cc(C(=O)O)oc3C)ccc12	-3%	2	-5	-12%	-3%	-5	5	3	1.8%
CCC(C)[C@H](NC(=O)N1CCn2c1nc1ccccc12)C(=O)NCC1CCCO1 (some centres undefined)	-6%	7	1	0%	-6%	16	9	0	-0.1%
CN(CCNC(=O)c1cc2c(=O)n(C)c3ccccc3c2n1C)Cc1ccccc1	6%	-5	0	-3%	1%	10	-15	1	1.6%
Fc1ccc(NC(=S)N2CCc3[nH]c4ccccc4c3C2)cc1	-1%	-1	-1	-2%	-3%	-17	-17	5	5.4%
Cc1ccn(CCC(=O)NC2CCCc3c2cnn3-c2cccc(C)c2C)n1 (centres undefined)	-1%	-3	-1	-8%	7%	0	-2	13	0.6%
Cc1cc(C)nc(NS(=O)(=O)c2ccc(NC(=S)NC(=O)c3cccnc3)cc2)n1	3%	-4	-3	-3%	17%	-8	3	4	-0.3%
CSC1=NCCN1S(=O)(=O)c1ccc(NC(C)=O)cc1	0%	-5	-4	17%	2%	8	0	1	3.0%
Cc1occc1C(=O)Nc1cc(=O)n(C)c(=O)n1C	0%	-5	7	-4%	0%	-14	27	1	2.7%
CCCCN(CC)C(=O)CCNS(=O)(=O)c1ccc2c(c1)c(=O)n(C)c(=O)n2C	-1%	-3	1	-3%	-4%	3	5	0	12%
S=C1SCN(Cc2ccccc2)CN1Cc1ccccc1	4%	-2	-2	-3%&-3%	?	61	5	1	0.2%
CCOC(=O)c1cnc(SC2CCc3ccccc3C2=O)nc1N (centres undefined)	-17%	0	21	-1%	-1%	11	-4	2	-0.1%
CCN(CC(=O)NCc1ccncc1)S(=O)(=O)c1cc(Cl)ccc1Cl	-5%	3	1	-1%	-10%	0	-29	3	-1.1%
CCOC(=O)C1=C(C)N=C2SC(CC)C(=O)N2C1c1cccc(F)c1 (centres undefined)	-3%	-8	-7	-5%	-11%	3	9	12	-2.0%
CC(=O)C1=C(C)NC(=O)NC1c1cc(Br)ccc1OCC#N (centres undefined)	1%	-1	1	-2%	-8%	11	7	7	-0.9%
Cc1ccccc1Nc1c(-c2ccsc2)nc2c(C)cccn12	-5%	-3	0	-1%	-3%	-2	4	4	8.5%
Cc1ccc(S(=O)(=O)NNC(=O)CCC(=O)Nc2ccc(C)c(C)c2)cc1	1%	-1	2	-4%	-8%	-6	10	0	0.0%
OC(COc1ccccc1CNCc1cccnc1)CN1CCc2ccccc2C1 (centres undefined)	-4%	-10	-3	-3%	0%	-10	-1	11	-1.5%
COc1ccc(Cl)cc1NC(=O)C(OC)c1ccccc1 (centres undefined)	-2%	1	-4	-5%	-14%	-18	10	8	0.2%
Cc1ccc(NS(=O)(=O)c2cccc(C(=O)N(C)Cc3cccs3)c2)cc1	-2%	-4	-3	-3%	-13%	-6	4	4	0.8%
COC(=O)CSc1nnc(-c2ccc(S(=O)(=O)N3CCCC3)cc2)n1C	1%	-1	-9	-3%	-2%	-2	13	-3	-0.8%
CCOC(=O)C1CCCN(C(=O)c2ccc(CS(=O)(=O)c3ccc(Br)cc3)o2)C1 (centres undefined)	4%	0	-1	-1%	-1%	3	-1	-1	0.4%
CCOc1ccc(N2C(=O)CC(NC3CCN(C(=O)c4cccc(Cl)c4)CC3)C2=O)cc1 (centres undefined)	1%	0	-1	-8%	2%	0	-3	6	-1.5%
Cc1ccccc1CN1CCC(CNC(=O)c2c(C)oc3ncnc(N4CCCCC4)c23)CC1	-6%	-4	-5	0%	2%	-6	2	2	-0.5%
COc1ccc(CCCC(=O)Nc2cc(C)ccc2OC)cc1	-4%	6	-7	-1%	-12%	3	3	3	1.6%
CC(CCc1ccccc1)NC(=O)CN1C(=O)NC2(CCCCC2C)C1=O (centres undefined)	3%	2	1	0%	-8%	5	-9	0	-0.2%
CCCC(=O)c1ccc(N2CCOCC2)c(F)c1	0%	-5	-3	2%	-22%	-2	-5	4	0.1%
COc1ccc(C2c3ccc4ccccc4c3Oc3ncn(CCCN(C)C)c(=N)c32)cc1 (centres undefined)	?	-6	0	-13%	?	-7	-13	13	2.7%
O=[N+]([O-])c1ccc(N2CCNCC2)cc1Sc1nc2ccccc2[nH]1	-2%	-5	-5	-4%	-1%	0	/	1	-2.6%
O=C(c1nc2ccc(Cl)cn2c1CN1CCCC(CO)C1)N1CCc2ccccc2C1 (centres undefined)	0%	4	1	-1%	1%	-1	3	5	-0.7%
N#C/C(=N/O)c1nc(-c2ccc(F)cc2)cs1	-9%	-2	-7	3%	-26%	-4	11	7	-0.6%
Cc1c(CCCN)c2ccccc2n1Cc1ccccc1	-1%	-4	-2	-8%	-5%	6	3	16	-0.9%

Filtered by structure, the compounds so far containing a Cl atom
SMILES	Vif-APOBEC3G blk	D1 potentiator	LDHA inh	GRP78 ERSR act	Vif-APOBEC3F blk	D1 antagonist	D2 potentiator	D1 ag	RXFP1 agonist
Cc1csc(NC(=O)CSc2ncnc3c2cnn3-c2ccccc2Cl)n1	-11%	-13	-6	-8%	-11%	-31*	-7	7	-1.5%
Oc1ccc(-c2nccc(-c3ccc(Cl)cc3)n2)cc1	-2%	-6	-2	10%	17%	-6	-1	1	3.7%
CC1C(=O)N(Cc2cn(CCC3OCCCO3)nn2)CCS(=O)(=O)N1Cc1ccc(-c2ccc(Cl)nc2)cc1 (centres undefined)	2%	/	-9	1%	-2%	/	/	/	/
CCN(CC(=O)NCc1ccncc1)S(=O)(=O)c1cc(Cl)ccc1Cl	-5%	3	1	-1%	-10%	0	-29	3	-1.1%
COc1ccc(Cl)cc1NC(=O)C(OC)c1ccccc1 (centres undefined)	-2%	1	-4	-5%	-14%	-18	10	8	0.2%
CCOc1ccc(N2C(=O)CC(NC3CCN(C(=O)c4cccc(Cl)c4)CC3)C2=O)cc1 (centres undefined)	1%	0	-1	-8%	2%	0	-3	6	-1.5%
O=C(c1nc2ccc(Cl)cn2c1CN1CCCC(CO)C1)N1CCc2ccccc2C1 (centres undefined)	0%	4	1	-1%	1%	-1	3	5	-0.7%

Retrieved by structure from the entries so far:
SMILES	Vif-APOBEC3G blk	D1 potentiator	LDHA inh	GRP78 ERSR act	Vif-APOBEC3F blk	D1 antagonist	D2 potentiator	D1 ag	RXFP1 agonist
Cc1ccc(NS(=O)(=O)c2cccc(C(=O)N(C)Cc3cccs3)c2)cc1	-2%	-4	-3	-3%	-13%	-6	4	4	0.8%
COc1ccc(NC(=O)C2=Cc3cccc(OC)c3OC2)cc1	-2%	2	-6	-4%	-18%	-13	-1	2	-0.1%

The list is partial; rates above refer to the full screens.
